Screening results from PubChem BioAssay.
RORg inh: blocks mouse ROR gamma transcriptional activity | P51450 | Drosophila S2 Gal4-RORgamma UAS-luciferase reporter, 20 h | Potency, µM (doses to about 53.6 µM), inactives show at the top dose activity change, negative = inhibition, most hits filed as inhibitors | hit rate 5.4% among 310,000 | AID 2551; further: potency means the concentration at half of the fitted maximal effect; on the % scale 0 is the no-effect control and ±100 the full control effect; nearly all actives have a fitted effect of over 60% in size
Target sequence (P51450 whole entry, looked up, the tested form may be a part): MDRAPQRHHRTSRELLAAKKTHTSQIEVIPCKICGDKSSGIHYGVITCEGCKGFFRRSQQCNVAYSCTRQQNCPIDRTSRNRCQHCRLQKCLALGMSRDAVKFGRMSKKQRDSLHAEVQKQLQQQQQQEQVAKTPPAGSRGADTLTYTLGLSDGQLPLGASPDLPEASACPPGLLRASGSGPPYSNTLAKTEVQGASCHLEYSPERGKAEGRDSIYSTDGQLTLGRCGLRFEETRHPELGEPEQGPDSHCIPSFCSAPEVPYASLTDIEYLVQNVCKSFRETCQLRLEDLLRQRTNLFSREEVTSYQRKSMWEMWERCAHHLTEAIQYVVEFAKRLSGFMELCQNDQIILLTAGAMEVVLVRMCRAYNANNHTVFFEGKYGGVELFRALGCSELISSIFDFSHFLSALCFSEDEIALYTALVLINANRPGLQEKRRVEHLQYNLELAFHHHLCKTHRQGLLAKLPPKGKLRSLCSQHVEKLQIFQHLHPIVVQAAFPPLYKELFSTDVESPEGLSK
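Luminescence from a UAS-regulated Photinus luciferase reporter in stably transfected Drosophila Schneider cells is measured; decreased signal marks ROR gamma inhibition. Fusion expression is induced by 700 uM copper sulfate for 20 hr.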
Rab9 promoter act: Rab9 promoter activation | Huh7 Rab9 promoter-luciferase reporter, luminescence, 24 h | Potency, µM (series often up to 9.22 µM), without a hit: at the top dose activation, negative = inhibition, hits mostly activators | hit rate 2.8% among 320,000; further: potency means the concentration at half of the fitted maximal effect; % of control where 0% means no effect; nearly all actives have a fitted effect of over 60% in size
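Luminescence from Amplite-detected luciferase (10 minutes, ambient) reports Rab9 promoter activation. Before that, stable Rab9-luciferase Huh7 cells (1500/well, reduced-serum OP-MEM I plus 10% FBS) were exposed to compound for 24 hours at 37C.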
Gal4-VP16 FLuc: Gal4-VP16 reporter inhibition counter-screen; hit rate 3.5% among 310,000; Drosophila S2 Gal4-VP16 UAS-luciferase, luminescence, 20 h; Potency, µM (top dose mostly 53.6 µM), without a hit: top-dose activity, negative = inhibition, hits mostly inhibitors;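 further: Gal4-VP16 expression switched on by copper sulfate through the metallothionein promoter; potency means the concentration at half of the fitted maximal effect; on the % scale 0 is the no-effect control and ±100 the full control effect; nearly all actives have a fitted effect of over 50% in size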
ELG1 genotoxic: inducers of genotoxicity in HEK293T ELG1-luciferase cells | HEK293T ELG1-luciferase reporter, luminescence, 16 h | Potency, µM (doses to about 46 µM), inactives show at the highest dose activity change, positive = activation, most hits filed as activators | hit rate 1.3% among 330,000; further: potency means the concentration at half of the fitted maximal effect; % of control where 0% means no effect; nearly all actives have a fitted effect of over 60% in size
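Screening used a luciferase reporter fused to human ELG1 in HEK293T cells. Luminescence was read on a CCD plate imager after 16 hr exposure and 30 min ONE-Glo incubation.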
PKM2 act: PKM2 (human) enzyme activation; purified PKM2, Kinase-Glo ATP luminescence, activation; response scale: 0% is enzyme alone, no compound; AID 1631; hit rate 0.34% among 260,000; Potency, µM (top dose mostly 57.5 µM), without a hit: at the top dose activation, hits mostly activators; further: potency means the concentration at half of the fitted maximal effect; on the % scale 0 is the no-effect control and ±100 the full control effect; nearly all actives have a fitted effect of over 55% in size
Target sequence (P14618 whole entry, looked up): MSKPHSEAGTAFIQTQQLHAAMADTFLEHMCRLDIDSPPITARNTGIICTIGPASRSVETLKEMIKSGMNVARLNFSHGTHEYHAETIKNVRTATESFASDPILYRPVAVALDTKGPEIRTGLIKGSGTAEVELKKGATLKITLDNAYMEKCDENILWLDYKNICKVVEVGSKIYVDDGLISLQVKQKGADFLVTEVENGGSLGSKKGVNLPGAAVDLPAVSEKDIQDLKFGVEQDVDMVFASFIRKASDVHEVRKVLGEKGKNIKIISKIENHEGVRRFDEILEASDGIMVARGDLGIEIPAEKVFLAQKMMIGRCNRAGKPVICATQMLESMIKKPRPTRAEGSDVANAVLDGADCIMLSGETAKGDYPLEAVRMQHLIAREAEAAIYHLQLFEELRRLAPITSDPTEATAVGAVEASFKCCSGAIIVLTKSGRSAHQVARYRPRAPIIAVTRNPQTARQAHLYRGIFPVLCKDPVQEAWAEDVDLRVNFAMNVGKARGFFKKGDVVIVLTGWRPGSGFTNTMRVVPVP
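Purified hPK-M2 (>95% pure) converted ADP (0.1 mM final) to ATP with 0.5 mM PEP in 50 mM imidazole pH7.2, KCl, MgCl2, Tween 20, BSA; 1 h at room temperature. ATP detected by Kinase-Glo luminescence.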
NPC1 prom act: activates the NPC1 promoter; Huh7 NPC1 promoter luciferase reporter, 24 h; Potency, µM (doses to about 9.22 µM), for inactives: top-dose activation, hits mostly activators; hit rate 2.4% among 320,000; AID 485313;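 further: potency means the concentration at half of the fitted maximal effect; % of control where 0% means no effect; nearly all actives have a fitted effect of over 60% in size; reporter is driven by a mutant NPC1 promoter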
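Luminescence read-out of NPC1 promoter-driven luciferase in stably transfected Huh7 cells; compounds delivered in DMSO and left 24 h at 37C, 5% CO2, qHTS titration format.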
p53 reactivation: re-activators of mutant p53; Potency, µM (series often up to 92.2 µM), inactives show at the highest dose activity change, positive = activation, actives largely listed as activators; hit rate 0.063% among 320,000; AID 504706; H1299 p53-A138V BP100-luciferase reporter, luminescence, 24 h; further: potency means the concentration at half of the fitted maximal effect; % of control where 0% means no effect; nearly all actives have a fitted effect of over 45% in size
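H1299 (p53-null), stable ts p53-A138V + BP100-Luc; 1000 cells/well, Opti-MEM/10% FBS; cpd 4 pt, 1:5; 24 h, 37 deg C, 5% CO2; detection reagent 10 min RT; luminescence.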
FLuc modulator: firefly luciferase modulation, counter-screen for miR-21 project; P08659; purified FLuc, Km substrates, luminescence inhibition; Potency, µM (doses to about 57.5 µM), for the others: at the highest dose activity change, negative = inhibition, hits mostly inhibitors; hit rate 6.9% among 360,000;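 further: potency means the concentration at half of the fitted maximal effect; plate controls were vehicle for no effect and reference inhibitor for full effect; nearly all actives have a fitted effect of over 55% in size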
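Biochemical qHTS of compounds, final roughly 60 µM downward over six points, against 10 nM purified firefly luciferase using Km concentrations of substrates (10 uM D-luciferin, 10 uM ATP) in Tris acetate pH 7.5 buffer; luminescence output.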
BRCA1 expr act: BRCA1 expression activation. MCF7-BRCA1-FFLuc reporter, luminescence, 48 h; response scale: scaled: vehicle 0%, 10 µM genistein 100%. Potency, µM (top dose mostly 46.1 µM), for inactives: at the top dose activation, most hits filed as activators. hit rate 1.1% among 380,000. AID 624202; further: potency means the concentration at half of the fitted maximal effect; nearly all actives have a fitted effect of over 80% in size; some results filed as inactive show a strong effect at the top dose
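MCF7 cells carrying a BRCA1-firefly luciferase reporter (2000 cells/well, phenol-red free MEM) were attached for 2 h at 37 °C, then given compounds for 48 h. Luminescence was read 15 min after luciferase reagent; activity normalized to genistein (10 microM) and DMSO.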
Giardia kill: kills Giardia lamblia | Giardia lamblia trophozoite viability | hit rate 0.15% among 340,000 | AID 540267 | activity change, % at 7.66 µM, hits read low; in the data active means activity change below about -80%; inconclusive means between about -30% and that limit;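 further: parasites exposed to compound for two days anaerobically before the ATP read; on the % scale 0 is the no-effect control and ±100 the full control effect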
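Media and compound were dispensed first, then trophozoites at 100 cells/well; plates sat 48 hrs at 37 deg C without oxygen before ATP luminescence reagent was added and read after 15-30 min at room temperature.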
Menin-MLL TR inh: menin-MLL binding inhibition, Texas Red mutant peptide; Potency, µM (highest dose often 61.6 µM), without a hit: at the highest dose FP activity change, negative = inhibition, actives largely listed as inhibitors; O00255; hit rate 0.23% among 270,000; Menin + Texas Red MLL mutant peptide, fluorescence polarization; active means well fitted inhibition curve with a large enough effect in the polarisation, with a control signal flat, not every such curve was filed as active; inconclusive means small, poorly fitted or top-dose-only effect, or effect the other way, or a change in a side signal; inactive means no such curve, though single readings can be large or run the other way; the % refers to the polarisation; further: potency means the concentration at half of the fitted maximal effect; % of control where 0% means no effect; many of its hits are not listed in these tables
* marks the source's active call; other numbers are inactive results; ? = inconclusive; nt = no result given; & = joins results of further samples; [ ] = remark or other dose. Unless noted, the call rests on the fitted dose curve; in most records, active means well fitted curve in the direction sought with a large enough effect; inconclusive means small, poorly fitted or top-dose-only effect, or another doubt; inactive means no such curve, though single readings can be large; an effect the other way counts as inactive or inconclusive. Not all compounds are listed, so the mix of outcomes need not match the whole.

SMILES | RORg inh | Rab9 promoter act | Gal4-VP16 FLuc | ELG1 genotoxic | PKM2 act | NPC1 prom act | p53 reactivation | FLuc modulator | BRCA1 expr act | Giardia kill | Menin-MLL TR inh
COc1cccc(C2CC(C(F)(F)F)n3ncc(C(=O)O)c3N2)c1 (configuration not stated) | -13%[10 µM] | 1% | ? | 2% | 10% | 3% | 0% | 0% | -22% | 0 | -17%
CCOCCCNC(=O)c1cc2c(=O)[nH]c3ccccc3c2s1 | 20% | -2% | -10% | 1% | nt | -1% | -3% | 1% | 27% | 17 | 1%
Cc1cc(C)n(CC(O)COc2cccc(OCC(O)Cn3nc(C)cc3C)c2)n1 (configuration not stated) | 8% | -3% | -15% | -8% | -5% | -1% | 11% | 0% | -28% | -7 | -7%
O=C(NCc1cccnc1)Nc1ccc(Br)cc1 | 16% | 26% | 13% | 10% | 0% | 14% | 11% | -19% | 93% | 1 | 33%[activator]
CCOC(=O)c1c(O)c(Cl)c(C)[nH]c1=O | -4% | 1% | -7% | 3% | -2% | -1% | 3% | -4% | -3% | -8 | -1%
CC(Sc1ccc(Cl)cc1)C(=O)Nc1ccccc1-c1ccccc1 (configuration not stated) | 34% | -2% | 3% | -6% | -25% | 0% | -6% | 0% | -26% | 7 | -8%
COc1ccc(/C=C/C(=O)NCc2ccccn2)cc1 | 25% | 19% | 6% | 9% | 2% | -2% | 5% | ? | 27% | -14 | -6%
O=C(O)c1ccccc1-n1ncc2c1/C(=C/c1ccc(Cl)cc1)CC2 | 28% | 19% | -4% | -1% | 0% | 6% | 3% | -20% | nt | nt | nt
COc1ccc(NC(=O)CSc2nnc(-c3ccccn3)n2Cc2ccco2)cc1OC | 41% | 4% | -5% | -4% | 2% | 4% | -7% | 2% | 0%[1.84 µM] | 3 | 12%
O=C(CN1C2=NCCN2c2ccccc21)C12CC3CC(CC(C3)C1)C2 | 16µM* | -10% | -28% | -5% | 6% | 0% | 0% | 6% | -35% | -20 | -16%
CCOC(=O)C1CCN(C(=O)Cn2nc(CC)n3cccc3c2=O)CC1 | -2% | -6% | -4% | 1% | 0%[0.46 µM] | -3% | -1% | 0% | -6% | 12 | 1%
Cc1nc2ccc(S(=O)(=O)Nc3ccccc3C)cc2s1 | 8% | 22% | -3% | -4% | 16µM* | -3% | 8% | 7% | -71% | 13 | -5%
Cn1c(SCC(=O)c2ccccc2)nnc1C1CC1 | 6% | 13% | 5% | ? | -2% | 15% | ? | -15% | 51% | -7 | -2%
Cn1nc(Oc2ncc(C(F)(F)F)cc2Cl)cc1C(F)(F)F | 1% | -6% | 10% | -8% | -1% | -7% | 0% | 2% | 1% | -13 | 17%
CCn1c(C)c(C)c2cc(C(=O)N3CCc4ccccc4C3)ccc21 | ? | -6% | ? | -4% | 14% | -7% | ? | ? | -19% | -26 | ?
O=c1c2c3c(sc2nc2n1CCCCC2)CCC3 | -14% | 27% | 0% | ? | -10% | 15% | 21% | -15% | 98% | -7 | 4%
CNC(=S)NNC(=O)c1sccc1OCc1ccc(C)cc1 | ? | -3% | -8% | -2% | 10% | -1% | 1% | 3% | -1% | 2 | -10%
COc1cc(SC)ccc1C(=O)OCC(=O)N1CCN(C(C)=O)CC1 | nt | 1% | nt | 1% | nt | -7% | 0% | -2% | -19% | 7 | nt
COc1ccccc1N1CCN(C(=O)CSc2nc(-c3ccccc3)cc(=O)[nH]2)CC1 | ? | -7% | -3% | -10% | -2% | 1% | -12% | -24% | -15% | 3 | 9%
O=C1/C(=C/c2cccnc2)Oc2cc(OS(=O)(=O)c3ccc(F)cc3)ccc21 | 31% | -7% | -22% | 0% | -1% | 0% | -2% | -2% | -36% | -4 | 2%
CN1CCC(N(C)C(=O)COc2ccc(S(=O)(=O)N3CCOCC3)cc2)CC1 | 1% | -9% | -9% | -1% | 0% | -4% | 2% | 0% | -12% | 17 | -5%
O=C(NNc1cccc(Cl)n1)Nc1cccc(C(F)(F)F)c1 | ? | 1% | -5% | -9% | -1% | -1% | -6% | -6% | -35% | 13 | 2%
CC12COC3(C(=O)Nc4ccc5ccccc5c4)CC1CCC32C (configuration not stated) | ? | ? | -18% | ? | -1% | ? | 12% | 15µM* | 79% | -4 | 1%
COc1ccc(-c2cc(C(=O)Nc3c(C)n(C)n(-c4ccccc4)c3=O)c3ccccc3n2)cc1OC | 3% | 1% | -11% | -6% | 2% | -1% | -3% | 21µM* | -12% | 14 | 1%
Cc1nn(CC(=O)NCc2cccc(F)c2)c(=O)c2cccn12 | -11% | -5% | 2% | 5% | nt | -1% | 8% | 2% | 5% | 18 | nt
COC(=O)c1c(NC(=O)c2ccco2)sc2c1CCN(C(C)C)C2 | -19% | 1% | -11% | 1% | 2% | -4% | -6% | 5% | -18% | 9 | -13%
COCCCNS(=O)(=O)c1ccc2c(c1)OCCO2 | 8%[10 µM] | 0% | -2% | 0% | ? | 4% | -3% | 0% | -2% | -11 | 0%
Cc1ccc(Oc2ncccc2COC(=O)Nc2ccccc2C)cc1 | -11% | -2% | -2% | 0% | -9% | -26% | 0% | -7% | -9% | 6 | -22%
Cc1ccccc1CSCCNC(=O)COc1ccc(Cl)cc1 | -7% | 4% | -2% | 2% | -5% | -2% | -6% | -3% | 19% | -5 | -5%
COc1cccc(N2C(=O)CC(N3CCN(C(=O)c4ccco4)CC3)C2=O)c1 (configuration not stated) | -16% | 2% | -4% | 0% | -2% | 0% | -5% | 3%[2.3 µM] | 9% | -9 | -19%
CSc1ncc(C(=O)Nc2ccccc2F)c(-c2ccccc2)n1 | 13% | 1% | -8% | -6% | nt | 3% | -5% | -3% | -9% | 0 | 3%
CCCCn1nc(NC(=O)CC(C)C)c2cc3cc(OC)ccc3nc21 | -35% | 4% | -5% | 4% | nt | -3% | -2% | 0% | 0% | 14 | -7%
Cc1ccc(SCCNC(=O)c2ccccc2)cc1 | 3% | -9% | -8% | 4% | -1% | -3% | 7% | -4% | 25% | -9 | 2%
C=CCN(CC=C)CCOc1cccc(Oc2ccccc2)c1 | 10% | -2% | 5%[10 µM] | -7% | 2% | -4% | 14% | -3% | -19% | -15 | ?
COc1cccc(Cn2nnc(C(=O)Nc3cc(C)ccc3OC)c2N)c1 | -16% | 2% | 0% | 3% | 0% | 3% | 2% | 4% | 8% | -4 | ?
COC(=O)c1ccc(NC(=S)N2CCC(C(N)=O)CC2)cc1 | 25% | -1% | -1% | 4% | 5% | -5% | 0% | -3% | -15% | -5 | -1%
CC(=O)Nc1ccc(S(=O)(=O)N2CCN=C2SCc2ccc(C)cc2)cc1 | ? | 3% | -1% | ? | -2% | 2% | 13% | ? | 0% | 12 | nt
Cc1nonc1NC(=O)Nc1cccnc1 | -1% | -1% | -4% | 0% | 0% | -4% | -1% | -1% | 6% | -11 | 9%
COc1ccc(C(=S)N2CCOCC2)cc1OC(=O)c1ccc([N+](=O)[O-])cc1[N+](=O)[O-] | -25% | 8% | ? | 2% | nt | 1% | 10% | 1% | -5% | 4 | nt
O=C(c1ccc(Cl)cc1)C1CCCN(Cc2ccc(Oc3ncccn3)cc2)C1 (configuration not stated) | 23% | 7% | 3% | -10% | 1% | -3% | -4% | 4% | -19% | -4 | -26%
COC(=O)C1=C(CS(=O)(=O)c2ccccc2)NC(=O)NC1c1ccccc1 (configuration not stated) | -5% | -4% | -11% | 0% | -1%[0.46 µM] | 2% | -6% | 4% | 1% | 32[activator] | -10%
COc1ccc(/C=N/NC(=O)c2cccnc2)cc1 | 18% | 15% | 5% | 6% | nt | 16% | 17% | ? | 63% | -12 | -27%
CCN(CC)S(=O)(=O)c1cc(NC(=O)C(C)N2CCN(Cc3ccc4c(c3)OCO4)CC2)ccc1C (configuration not stated) | 12% | -5% | 8% | 7% | 0% | 0% | -5% | 0% | -54% | 2 | -25%
O=C(CN1CCN(c2ncccn2)CC1)NCc1ccccc1 | -10% | -2% | 0% | 5% | -4% | 2% | -2% | -1% | -1% | -3 | 2%
CCC1=C2CC[C@H]3C(=O)N(c4ccccc4)C(=O)[C@H]3[C@H]2[C@@]2(C)C(=NCc3ccccc3)OC(=O)N2C1=O | -1%&28% | -7% | 3%&-5% | 4% | -10%&0% | 0% | 4% | -1% | -4% | -13 | 22%
Cc1nc2nc(C)c(NS(=O)(=O)c3ccc(C4CCCCC4)cc3)c(=O)n2[nH]1 | -6% | 3% | -7% | 2% | -4% | -2% | -7% | -13% | 1% | -3 | 19%
CSCCC(NC(=O)COc1ccccc1)C(=O)N1CCCCCC1 (configuration not stated) | nt | 0% | nt | 0% | nt | -3% | -1% | -1% | 0% | -18 | nt
O=S(=O)(Nc1nc2ccccc2nc1NCCO)c1cccc(Cl)c1 | 40% | 0% | -4% | -1% | -10% | 5% | -8% | 1% | -47% | 2 | 25%
Nc1nonc1C(=O)N1CCCCC1 | 0% | 2% | 11% | 2% | -2% | 0% | 4% | 1% | 14% | 2 | 2%
